SENP8 block-1 = blocks human SENP8 cleavage of Nedd8 substrate; recombinant SENP8, Nedd8 substrate fluorescence; AID 602440; Q96LD8; actives 0.64% (n = 360,000); inhibition, % at 20 µM; in the data active means inhibition mostly above about 40%, no sharp cut-off; inactive means mostly below about 27%
HKDC1 inhibitor = inhibitors of human hexokinase HKDC1; recombinant HKDC1, G6PDH/diaphorase resazurin coupled fluorescence; inhibition, % at 20 µM; actives 0.16% (n = 340,000); AID 493160;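 active means inhibition above about 35% when tested at 20 µM, limit read from the data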;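 further: plate controls were DMSO wells with enzyme for no effect and DMSO wells lacking enzyme for full effect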
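Assay system: recombinant HKDC1 hexokinase; detection: coupled resazurin fluorescence, excitation 525 nm, emission 613 nm; benchmarks: DMSO-plus-enzyme-mix negative control, buffer-substituted positive control; compound dosing: single 20 µM dose; schedule: 90 min at room temperature in dark; also added: glucose plus 1 mM ATP as hexokinase substrates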
Apaf1 inhib = human Apaf-1 inhibition | inhibition, % at 20 µM | actives 0.71% (n = 330,000) | reconstituted apoptosome caspase-3 activity, DEVD-Rh110 fluorescence; active means inhibition of at least 40% at 20 µM;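 further: plate controls were DMSO wells for no effect and DEVD-CHO caspase inhibitor wells for full effect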
Target sequence (O14727 whole entry, looked up): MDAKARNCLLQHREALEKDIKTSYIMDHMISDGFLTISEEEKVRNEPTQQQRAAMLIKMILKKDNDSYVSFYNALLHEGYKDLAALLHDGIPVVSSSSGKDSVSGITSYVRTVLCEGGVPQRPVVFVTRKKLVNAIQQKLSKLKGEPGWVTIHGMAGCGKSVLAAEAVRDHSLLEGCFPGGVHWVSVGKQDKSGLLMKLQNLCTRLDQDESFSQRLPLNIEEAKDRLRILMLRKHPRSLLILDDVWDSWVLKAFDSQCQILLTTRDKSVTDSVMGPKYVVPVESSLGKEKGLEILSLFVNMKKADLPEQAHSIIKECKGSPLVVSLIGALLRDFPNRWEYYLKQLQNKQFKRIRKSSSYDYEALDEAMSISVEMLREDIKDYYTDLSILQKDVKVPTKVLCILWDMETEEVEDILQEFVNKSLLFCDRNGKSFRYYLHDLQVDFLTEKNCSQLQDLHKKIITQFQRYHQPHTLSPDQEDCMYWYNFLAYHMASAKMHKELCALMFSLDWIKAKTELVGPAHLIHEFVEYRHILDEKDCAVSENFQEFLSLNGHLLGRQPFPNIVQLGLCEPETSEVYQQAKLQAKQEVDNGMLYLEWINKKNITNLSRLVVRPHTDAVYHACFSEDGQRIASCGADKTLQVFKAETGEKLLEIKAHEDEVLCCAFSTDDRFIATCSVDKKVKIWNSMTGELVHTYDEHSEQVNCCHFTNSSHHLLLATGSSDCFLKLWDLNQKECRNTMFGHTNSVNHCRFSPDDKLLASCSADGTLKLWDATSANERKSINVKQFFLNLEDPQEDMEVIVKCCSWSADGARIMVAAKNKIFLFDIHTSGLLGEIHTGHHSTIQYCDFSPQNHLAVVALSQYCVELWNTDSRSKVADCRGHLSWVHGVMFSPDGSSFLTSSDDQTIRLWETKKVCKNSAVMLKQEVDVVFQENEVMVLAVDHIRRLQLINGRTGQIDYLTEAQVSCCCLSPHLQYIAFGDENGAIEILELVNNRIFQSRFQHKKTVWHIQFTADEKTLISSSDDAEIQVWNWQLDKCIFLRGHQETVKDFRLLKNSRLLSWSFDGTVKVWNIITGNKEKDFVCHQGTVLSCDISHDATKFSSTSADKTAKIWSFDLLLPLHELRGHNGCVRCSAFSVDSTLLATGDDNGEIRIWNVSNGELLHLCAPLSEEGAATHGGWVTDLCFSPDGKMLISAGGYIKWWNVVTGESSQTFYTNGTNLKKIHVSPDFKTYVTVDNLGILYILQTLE
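System: reconstituted apoptosome with Apaf-1, cytochrome c, caspase-9, procaspase-3, dATP; Signal: Rh110 fluorescence intensity; Schedule: 30 min compound preincubation, 50 min activation, room temperature; Reagent: cytochrome c trigger plus (Z-DEVD)2-Rh110 caspase-3 substrate.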
SENP6 inh = blocks the human protease SENP6 | inhibition, % at 10 µM | Q9GZR1 | AID 2599 | Recombinant SENP6 catalytic domain, aminoluciferin luminescence | actives 1.8% (n = 330,000);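 active means inhibition above about 50% at the single tested dose, limit read from the data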;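 further: plate controls were DMSO wells with enzyme for no effect and DMSO wells lacking enzyme for full effect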
SENP8 block-2 = blocks the human protease SENP8; Q96LD8; purified SENP8, Z-RLRGG-aminoluciferin cleavage, luminescence; inhibition, % at 10 µM; actives 1.2% (n = 330,000); AID 2540; in the data active means inhibition above about 50%
SENP1 inh = SENP1 (human) catalytic domain inhibition; Q9P0U3; recombinant SENP1 catalytic domain, CyPet-SUMO1-YPet FRET cleavage; inhibition, % at 10 µM; actives 0.21% (n = 360,000);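 active means inhibition at least 30% at 10 µM, raw YFP signal under a set limit, fluorescence ratio 0.5 to 1.5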;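 further: 0% = enzyme with DMSO and 100% = no enzyme wells; some results filed as inactive read as strong as hits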
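Test system: recombinant human SENP1 catalytic domain, His6-tagged / Medium: pH 8 Tris buffer with EDTA, NaCl, BME, BSA, NP40, catalase / Also added: SUMO1 FRET substrate flanked by Cypet and Ypet, 25 nM / Times: 50 min reaction at room temperature / Signal: FRET, CFP and YFP emission / Control set: no-enzyme low control and enzyme-plus-DMSO high control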
NALP3 yeast inh = blocks the NALP3 inflammasome reconstituted in yeast | Yeast reconstituted NLRP3/ASC/caspase-1, beta-gal luminescence, 24 h | actives 0.39% (n = 330,000) | inhibition, % at 10 µM;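 active means inhibition of 50% or more; inactive means inhibition below 50%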;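 further: plate controls were induced DMSO wells for no effect and uninduced yeast grown without galactose for full effect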
SENP7 block = inhibitors of human SENP7 protease | recombinant SENP7, Z-RLRGG-aminoluciferin luminescence, 40 min | inhibition, % at 5 µM | actives 1.5% (n = 330,000);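 active means inhibition above about 50% at the single test dose, limit read from the data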;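 further: plate controls were DMSO with enzyme for no effect and no enzyme buffer wells for full effect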
PfGluPho inh = PfG6PD (Plasmodium falciparum) enzyme inhibition | PfGluPho enzyme, NADPH resazurin-diaphorase fluorescence | inhibition, % at 20 µM | actives 0.78% (n = 350,000) | AID 504690;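 active means inhibition reaching at least a set limit at 20 µM in the primary screen, cut at about 59% in these data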;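 further: 0% = DMSO wells with substrate and 100% = DMSO wells lacking glucose-6-phosphate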
* hit, by the source's call; x = no result given. Rows were taken by chance; 4.1% or so of the library scored in one or more.

SMILES	SENP8 block-1	HKDC1 inhibitor	Apaf1 inhib	SENP6 inh	SENP8 block-2	SENP1 inh	NALP3 yeast inh	SENP7 block	PfGluPho inh
COc1ccc(CCCNC(=O)C2CCC(=O)N(Cc3ccc(Cl)cc3)C2)cc1 (stereo unspecified)	-1	-1	-3	-3	-1	2	6	-13	3
Cc1ccc(NC(=O)c2cccc(S(=O)(=O)N3CCCCC3)c2)cc1	4	1	16	6	3	1	8	-4	10
O=C(CNc1ccc(Oc2ccccc2)cc1)N1CCOCC1	22	-2	-2	-18	-17	3	35	6	13
CC(C)C(C)N(Cc1cccc(C(=O)O)c1)C(=O)c1ccc2ccccc2n1 (stereo unspecified)	23	-2	-15	-7	4	0	8	-1	14
C/C(=N\NC(=O)CC(C)C)c1ccc(N2CCCCC2)cc1	-12	-4	-12	-8	5	2	1	3	-5
Cc1ccc(Cl)cc1NC(=O)c1cc(S(=O)(=O)N2CCOCC2)cn1C	9	-1	10	-10	-14	1	-14	-18	4
COc1ccc(/C(C)=N/NC(=O)OC(C)(C)C)cc1[N+](=O)[O-]	16	-1	-8	-6	-9	3	24	7	9
CCCCOc1ccc(-c2nnc(-c3cc[n+](C)cc3)o2)cc1	-180	-13	-6	-2	7	4	9	-11	9
CC(C)(C)NC(=O)C(=O)NNC(=O)c1ccccc1	10	1	1	-7	-1	2	6	2	7
Cc1noc(C)c1CC(=O)N1CCCC(C(=O)c2ccc(C(C)(C)C)cc2)C1 (stereo unspecified)	14	2	9	-5	0	2	13	-1	-8

The last 2 compounds of the section before come first, to join the parts.
SMILES	SENP8 block-1	HKDC1 inhibitor	Apaf1 inhib	SENP6 inh	SENP8 block-2	SENP1 inh	NALP3 yeast inh	SENP7 block	PfGluPho inh
CC(C)(C)NC(=O)C(=O)NNC(=O)c1ccccc1	10	1	1	-7	-1	2	6	2	7
Cc1noc(C)c1CC(=O)N1CCCC(C(=O)c2ccc(C(C)(C)C)cc2)C1 (stereo unspecified)	14	2	9	-5	0	2	13	-1	-8
COc1ccccc1Nc1nc2c(C)cccc2cc1C#N	-21	-9	-4	6	-15	-70	-3	3	-4
CC(C)=CC1C=C(C)C(C)C2C(=O)NNC(=O)C12 (stereo unspecified)	8	-19	-21	-20	-1	3	0	-1	12
Cc1sc2ncnc(-n3cnc4ccccc43)c2c1C	-30	-5	-6	2	-1	1	13	4	-10
CC(=O)C1C(c2ccc(OC(F)F)cc2)NC(=O)NC1(O)C(F)(F)F (stereo unspecified)	5	-6	9	-7	-14	-1	7	-17	-6
Cc1nn(Cc2ccccc2)c(C)c1CNC(=O)c1ccc(F)c(S(=O)(=O)N2CCOCC2)c1	10	0	-4	-5	0	1	15	1	-26
COc1ccc2c(c1OC)C(=O)N(c1cccc(C(F)(F)F)c1)C2	0	-2	14	-17	-14	1	11	-14	2
C#CCNC(=O)C1=C[C@H](C)[C@@H](CCCO)[C@H](OCC)O1	8	1	-10	2	2	-1	-20	2	-2
Cc1cc2c3c(c1C)C1(C(=O)N3C(C)(C)CC2C)C(C#N)=C(N)Oc2cc(O)ccc21 (stereo unspecified)	9	11	19	-29	-9	-4	1	-7	6
COc1ccccc1CCNC(=O)C1CCC(=O)N(Cc2ccccc2OC)C1 (stereo unspecified)	7	-7	-6	-10	-6	-1	14	10	13
CCOC(=O)c1c(-c2ccccc2)csc1NC(=O)c1ccc(N2C(=O)CCC2=O)cc1	-352	-4	15	7	5	1	16	2	13
CCOc1ccc(NC(=O)COc2ccc3c(c2)CCC3)cc1OC	32	3	8	-5	-3	2	32	1	-1
COc1cc(C(=O)Nc2cccc(NC(=O)c3ccccc3)c2)cc(OC)c1OC	15	5	8	4	6	2	20	3	-12
CCc1ccc(NC(=O)C(C)Sc2nc(-c3ccco3)c(C#N)c(=O)[nH]2)cc1 (stereo unspecified)	-13	4	15	-33	3	-11	28	-2	-15
C=CCNC(=O)C1CCN(S(=O)(=O)CC)CC1	8	-10	-2	-6	5	0	2	-1	-8
COC(=O)c1ccc2c(=O)[nH]c(COC(=O)c3c(-c4ccccc4Cl)noc3C)nc2c1	-59	1	9	-9	9	-1	12	-8	-26
Cc1cccc(N=C2NC(=O)/C(=C/c3cccnc3)S2)c1	-10	9	12	-2	-3	6	17	4	-16
COc1ccc(C2C3=C(CC(C)(C)CC3=O)Oc3ncn(CCO)c(=N)c32)cc1OC (stereo unspecified)	7	-2	-1	4	0	-14	9	4	-6
CC1=C(C(=O)OCc2ccccc2)C(c2cccc([N+](=O)[O-])c2)NC(=O)N1CCCCCC(=O)O (stereo unspecified)	-1	2	13	-9	-4	3	7	1	-5
COc1cccc(CNCCO)c1OCc1ccccc1	3	-3	-6	-3	-4	3	21	1	3
Cc1cnc(C(=O)OC(C)C(=O)c2c(C)[nH]c3ccccc23)cn1 (stereo unspecified)	6	-13	0	2	22	0	7	3	9
O=[N+]([O-])c1ncn(Cc2ccccc2Cl)n1	20	-4	x	x	x	-3	x	x	13
CCc1nnc(NS(=O)(=O)c2ccc(NC(=O)/C=C/c3ccc(OC)cc3OC)cc2)s1	-132	-3	15	5	10	-1	7	13	-34
N#C/C(=N\Nc1cccc(F)c1)C(=N)N1CCCCCC1	12	-12	3	-22	-15	4	20	4	-8
COc1ccc(C(=O)N2CCN(S(=O)(=O)c3ccc(C)cc3)CC2)cc1S(=O)(=O)N1CCOCC1	15	-4	-18	11	1	1	-4	2	-7
CSc1nsc(SC)c1NC(=O)OC1CCCCC1	2	-4	15	-16	1	2	12	-1	25
Cc1ccc(S(=O)(=O)N2CCC(C(=O)Nc3nnc(-c4ccco4)s3)CC2)cc1	-63	15	0	-1	3	0	7	-4	-1
O=C(/C=C/c1ccccc1[N+](=O)[O-])NCc1cccnc1	12	-5	1	-4	4	3	12	-1	-6
Cc1ccc(S(=O)(=O)N2CCC(NC(=O)c3ccccc3)CC2)cc1	6	-1	-8	34	7	0	6	0	-2
O=C(N[C@H]1CCC(=O)N([C@H](CSc2ccccc2)Cc2ccccc2)CC1)OCc1ccccc1	11	-1	19	-8	11	3	4	-5	12
Oc1c(C=C2N=c3ccccc3=N2)sc(=S)n1-c1ccc2ccccc2c1	-10	-5	-12	22	5	-15	4	11	0

Six structures out of the list, ordered by molar mass, smallest number first:
SMILES	SENP8 block-1	HKDC1 inhibitor	Apaf1 inhib	SENP6 inh	SENP8 block-2	SENP1 inh	NALP3 yeast inh	SENP7 block	PfGluPho inh
O=[N+]([O-])c1ncn(Cc2ccccc2Cl)n1	20	-4	x	x	x	-3	x	x	13
O=C(/C=C/c1ccccc1[N+](=O)[O-])NCc1cccnc1	12	-5	1	-4	4	3	12	-1	-6
N#C/C(=N\Nc1cccc(F)c1)C(=N)N1CCCCCC1	12	-12	3	-22	-15	4	20	4	-8
Cc1ccc(S(=O)(=O)N2CCC(C(=O)Nc3nnc(-c4ccco4)s3)CC2)cc1	-63	15	0	-1	3	0	7	-4	-1
CCc1nnc(NS(=O)(=O)c2ccc(NC(=O)/C=C/c3ccc(OC)cc3OC)cc2)s1	-132	-3	15	5	10	-1	7	13	-34
O=C(N[C@H]1CCC(=O)N([C@H](CSc2ccccc2)Cc2ccccc2)CC1)OCc1ccccc1	11	-1	19	-8	11	3	4	-5	12

New compounds follow
SMILES	SENP8 block-1	HKDC1 inhibitor	Apaf1 inhib	SENP6 inh	SENP8 block-2	SENP1 inh	NALP3 yeast inh	SENP7 block	PfGluPho inh
COc1cccc(Cn2cnc3c(sc4nc(C)cc(C)c43)c2=O)c1	-9	-3	7	19	7	-17	13	8	0
Cc1ccc(S(=O)(=O)N(C)Cc2ccc(C(=O)N/N=C/c3ccc(OC(F)F)cc3)cc2)cc1	5	1	-19	8	11	-2	16	-4	-27
C/C(=N\NC(=O)c1ccccc1C)c1cccnc1	16	-1	9	-50	-9	0	5	-11	-11
O=S(=O)(c1ccccc1)N1CCN(C(=S)NCc2ccccc2)CC1	15	-2	-1	-15	-4	3	-4	-9	-9
Cn1ccnc1C(=O)Cc1ccc([N+](=O)[O-])cc1	20	-3	-15	-11	-8	2	11	-6	-1
O=C(CO/N=C1\CCCc2nonc21)Nc1ccccc1Cl	10	-9	-1	-15	-10	-7	6	2	11
CC(=O)c1cc2c(cc1N/C(=N/S(=O)(=O)c1ccccc1)c1ccc(Cl)cc1)OCO2	-243	4	14	8	6	-1	8	-1	-23
Cc1ccnc(SCC(=O)Nc2cccc(S(=O)(=O)N3CCOCC3)c2)n1	3	1	-4	-20	14	2	-9	-3	-3
Cc1n[nH]c(=O)nc1NCCN(C)C	20	3	-6	-14	-1	0	-7	4	-10
COc1cccc(/C=N/NC(=O)C(=O)NCc2ccco2)c1O	11	-23	-19	-10	-1	5	7	1	-24
Cn1c(C(=O)c2ccccc2[N+](=O)[O-])nc2ccccc21	4	-4	8	-11	-4	-2	23	-7	7
COc1cccc(NC(=O)Cn2c(=O)n(CCC(=O)NC3CCN(Cc4ccccc4)CC3)c(=O)c3ccccc32)c1	18	-8	-26	-5	5	2	16	7	-3
Cn1c(=O)oc2cc(S(=O)(=O)N3CCC4(CC3)OCCO4)ccc21	16	-2	-1	11	7	1	10	0	-8
COC(=O)C1=CO[C@@H](OC2OC(CO)C(O)C(O)C2O)[C@@H]2C(CO)=CC[C@H]12 (stereo partly specified)	-3	5	2	-2	0	3	16	-7	5
Cc1cc(OCC(=O)NCCCN2CCOCC2)c2c(C)cc(=O)oc2c1	-362	-3	-1	-3	8	1	5	-6	7
CCOc1ccc(-c2nonc2NC(=O)c2ccco2)cc1OCC	-3	10	0	13	0	2	16	0	7
CCOc1ccccc1NC(=O)NCc1ccccc1F	14	14	4	-15	-8	-1	-18	-6	6
COc1ccc(-c2csc(NC(=S)NC(=O)/C=C/c3ccc(C(C)C)cc3)n2)cc1OC	13	1	-3	2	3	1	4	-2	13
Cc1cc(C(=O)N/N=C/c2cccc3ccccc23)c(C)o1	3	1	23	44	8	1	22	7	9
CC1CN(CCc2ccccc2)C(C)C/C1=N/O (stereo unspecified)	9	-4	-7	4	10	-2	6	9	-5
Cc1nnc(SCCCN2C(=O)c3ccccc3C2=O)o1	10	-3	-4	-25	-6	0	23	-7	5
Cc1ccc(NC(=O)c2cccc(OCc3c(C)noc3C)c2)c(C)c1	13	3	6	5	-4	0	5	2	3
O=C(NC1CCCCC1)Oc1ccccc1	40*	-3	3	-7	-11	2	9	-9	-30
NC(=O)CCCSc1nc2ccccc2[nH]1	8	2	-3	-4	1	2	21	-1	5
COc1ccc(C(=O)Nc2ccccc2C(=O)Nc2cccc(C)n2)cc1	-45	4	19	11	-14	1	20	0	-1
CC(C)c1ccc(/C=C2\NC(=O)NC2=O)cc1	13	-3	-2	2	3	1	19	8	-1
CCOC(=O)c1c(C)c(-c2ccccc2)n(CC(=O)NCCCN(CC)CC)c1C	11	-13	-8	-6	-8	1	4	-3	2
CC1CCN(C(=O)CSc2nc(=O)n3ccccc3n2)CC1	-5	2	2	-4	-4	2	10	-6	12
COc1cc(COc2ccc3c(C)c(Cc4ccccc4)c(=O)oc3c2)cc(OC)c1OC	-495	-2	22	8	-1	2	-20	6	11
Cc1cccnc1NC(=O)CSc1nnc(Cc2ccccc2)o1	6	8	6	-1	-9	0	10	8	-19
CC(=O)c1ccc(OC(=O)CN2C(=O)c3ccccc3C2=O)cc1	12	-6	5	3	4	-1	19	-5	9

Assay outcomes as filed in PubChem BioAssay.
